ANO1 block: mouse TMEM16A channel inhibition, primary screen. HEK293 TMEM16A/YFP iodide influx fluorescence, ionomycin. normalized B-score (activity score, 25-100; higher = stronger inhibition) at 10 µM. actives 1.2% (n = 310,000);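 active = ratio plate-corrected score three or more library SD toward inhibition, starting fluorescence score within five deviations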;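 also: score derived from kinetic fluorescence span divided by baseline fluorescence per well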
Target sequence (Q8BHY3 whole entry, looked up): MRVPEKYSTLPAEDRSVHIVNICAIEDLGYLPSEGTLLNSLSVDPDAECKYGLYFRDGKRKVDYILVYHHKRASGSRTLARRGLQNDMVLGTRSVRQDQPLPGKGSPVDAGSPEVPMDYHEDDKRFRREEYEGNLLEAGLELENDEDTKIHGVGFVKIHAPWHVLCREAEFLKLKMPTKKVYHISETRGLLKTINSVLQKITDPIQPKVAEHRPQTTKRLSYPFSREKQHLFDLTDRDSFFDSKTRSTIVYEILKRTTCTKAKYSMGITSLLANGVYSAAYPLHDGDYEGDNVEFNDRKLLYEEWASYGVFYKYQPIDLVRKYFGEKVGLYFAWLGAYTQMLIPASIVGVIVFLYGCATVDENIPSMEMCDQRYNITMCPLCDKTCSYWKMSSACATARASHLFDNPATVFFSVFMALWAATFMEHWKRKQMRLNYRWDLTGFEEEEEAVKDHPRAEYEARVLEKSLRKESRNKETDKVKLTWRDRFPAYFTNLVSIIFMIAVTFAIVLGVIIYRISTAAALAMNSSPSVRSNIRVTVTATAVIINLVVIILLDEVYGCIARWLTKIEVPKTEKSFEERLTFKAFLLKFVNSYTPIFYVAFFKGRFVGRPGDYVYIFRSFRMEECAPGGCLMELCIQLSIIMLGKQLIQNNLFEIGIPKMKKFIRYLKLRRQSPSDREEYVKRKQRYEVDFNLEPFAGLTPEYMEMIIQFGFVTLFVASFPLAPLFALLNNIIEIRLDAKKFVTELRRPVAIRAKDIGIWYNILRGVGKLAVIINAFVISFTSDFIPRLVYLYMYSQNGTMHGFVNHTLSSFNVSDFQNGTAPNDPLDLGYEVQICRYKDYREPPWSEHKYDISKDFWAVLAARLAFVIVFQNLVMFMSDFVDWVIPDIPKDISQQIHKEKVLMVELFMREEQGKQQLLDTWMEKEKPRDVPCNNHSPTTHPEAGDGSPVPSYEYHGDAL
TMEM16A act: mouse TMEM16A channel activation, primary screen | Q8BHY3 | HEK293 TMEM16A/YFP-H148Q/I152L, iodide quench fluorescence; hits give low values | B-score at 10 µM | actives 0.3% (n = 340,000) | AID 623877;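 active = fluorescence-ratio B-score plate-corrected deviation score at least 3 library SD below zero, with starting fluorescence score within 5 deviations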;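 also: channel opened by trigger with iodide after compound preincubation; score built on the fluorescence ratio of max minus min over baseline; more negative score means more quench and so TMEM16A activation or potentiation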
KCNK9 inh: human KCNK9 channel inhibition; Q9NPC2; HEK293 KCNK9, FluxOR thallium flux fluorescence; hits give low values; B-score at 10 µM; actives 1.2% (n = 310,000); AID 488922;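 active = ratio B-score over 3 SD below the library mean, with starting fluorescence within 5 SD of its mean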;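 also: negative B-score means less thallium flux so channel inhibition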
MrgX1 agonist: activates human MrgX1 receptor signaling. Q96LB2. MrgX1-HEK293 cells, Fluo-4 calcium fluorescence, agonist mode; hits give high values. B-score at 10 µM. actives 0.44% (n = 310,000). AID 588627;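 active = calcium response B-score plate-corrected fluorescence ratio at least 3 library SD, with starting fluorescence B-score inside 5 SD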
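Material: HEK293 cells stably expressing human MrgX1 receptor | Quantity: 15,000 cells per well | Times: Cells plated overnight, dye loaded 0.5 h 37 °C, 0.5 h room temperature | Measured by: Kinetic Fluo-4 NW fluorescence of intracellular calcium | Control set: Positive and negative controls per plate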
KCNQ1 pot: potentiators or activators of human KCNQ1 potassium channel. P51787. CHO-K1 KCNQ1, thallium flux FluxOR fluorescence; hits give high values. B-score at 10 µM. actives 0.35% (n = 310,000);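 active = fluorescence ratio B-score, a plate-corrected score, at least three library SD, with initial intensity B-score within 5 SD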
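System: CHO-K1 cells stably expressing KCNQ1 / Medium: assay buffer for compound exposure, DMSO matched across wells / Reagent: thallium- and potassium-containing depolarizing buffer / Compound: one concentration, matched DMSO / Incubation: 20 min compound pretreatment at room temperature / Measured by: kinetic FluxOR fluorescence, 10 s baseline plus 110 s post-stimulus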
RGS4 act: RGS4 potentiation or activation; AID 463111; B-score at 10 µM; actives 0.92% (n = 310,000); HEK293 M3R/inducible RGS4, carbachol calcium flux Fluo4; hits give low values;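 active = B-score of the integrated calcium signal more than 4 SD below the library mean, with starting fluorescence not abnormally high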;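 also: negative B-score means reduced calcium response which marks RGS4 activation or potentiation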
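test system = HEK293 cells with stable M3R and inducible RGS4 | schedule = recording 10 s baseline at 1 Hz, 100 s post-agonist | technique = Fluo4-AM (2 µM) calcium-flux fluorescence, kinetic read | measure = Agonist-evoked peak-minus-minimum fluorescence over baseline, integrated ratio, B score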
RGS4 inh: human RGS4 inhibition | P49798 | HEK293 M3R/RGS4 inducible, Fluo-4 calcium flux; hits give high values; triggered by carbachol at its EC20 | B-score at 10 µM | actives 0.45% (n = 310,000);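 active = B-score, a plate-corrected calcium signal, over three deviations above library mean, with baseline fluorescence within five deviations of library mean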;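 also: RGS4 expression induced by doxycycline in cells with stable M3 receptor; B-score is computed from the integrated fluorescence ratio over baseline after carbachol; higher B-score means a larger calcium signal and so more RGS4 inhibition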
KCNK3 block: human KCNK3 channel inhibition, primary screen; O14649; CHO-KCNK3 thallium flux, FluxOR fluorescence; hits give low values; B-score at 10 µM; actives 0.84% (n = 340,000); AID 602410;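 active = B-score under library mean minus 4 SD, starting fluorescence ratio at most library mean plus 5 SD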;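 also: more negative B-score means stronger inhibition of thallium flux through KCNK3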
hERG protect: hERG (human) protection from proarrhythmic block. Q12809. activation (rescue from dofetilide block), less the hit threshold, % at 10 µM. actives 0.51% (n = 310,000). CHO-hERG, FluxOR thallium flux, dofetilide IC70 present;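 active = activation above the mean of controls blocked by dofetilide plus 5 SD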;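 also: thallium influx through hERG after potassium depolarization seen as dye fluorescence rise; in these data hits start at about 4.7%; inactives centre near -7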
MrgX1 allo act: allosterically activates human MrgX1 receptor signaling. MrgX1-HEK293, Fluo-4 calcium flux, FDSS; hits give high values. Q96LB2. AID 588675. actives 0.63% (n = 310,000). B-score at 10 µM;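 active = plate-corrected calcium response at least 3 library SD above typical, normal starting fluorescence, not activating the receptor alone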;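 also: compound read alongside a low EC10 to EC30 dose of BAM8-22 agonist; peak minus trough fluorescence over baseline measured at the second addition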
KCNQ1 inh: blocks the human KCNQ1 potassium channel; CHO-K1 KCNQ1, FluxOR thallium flux fluorescence; hits give high values; actives 1.3% (n = 310,000); P51787; AID 2642; B-score at 10 µM;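 active = compounds whose thallium flux B-score, printed positive for inhibition, exceeds three library SD while starting fluorescence stays within three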;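 also: channel opened by potassium depolarization with thallium stimulus after 20 min compound exposure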
Starred values were filed as active, the others as inactive; i = inactive; x = not tested or not shown.

SMILES | ANO1 block | TMEM16A act | KCNK9 inh | MrgX1 agonist | KCNQ1 pot | RGS4 act | RGS4 inh | KCNK3 block | hERG protect | MrgX1 allo act | KCNQ1 inh
CCCSc1nnc(CNS(=O)(=O)c2ccc(C)cc2)n1C | i | i | i | i | i | i | i | i | -1.5 | i | i
CC(NC(=O)CCCc1nnc2n(C)c(=O)c3sccc3n12)c1ccccc1 (centres undefined) | i | i | i | i | i | i | i | i | -8.3 | i | i
O=C(Cc1c(Cl)cccc1Cl)Nc1ccncc1 | i | i | i | i | i | i | i | i | -5.6 | i | i
O=C(c1cc([N+](=O)[O-])cc([N+](=O)[O-])c1)N1CCCc2ccccc21 | i | i | i | i | i | i | i | i | 2.0 | i | i
COC(=O)c1cnc2c(c(C)nn2C)c1OC | i | i | i | i | i | i | i | i | -0.4 | i | i
O=C(CCCN1C(=O)c2cccc3cccc(c23)C1=O)NCc1ccco1 | i | i | i | i | i | i | i | i | -21.7 | i | i
O=[N+]([O-])c1cc(Cl)c(O)c2ncccc12 | x | i | i | x | i | i | 6.71* | i | -3.6 | x | i
C=CCn1c(C)cc(C(=O)COC(=O)c2ccc3c(c2)NC(=O)CS3)c1C | i | i | i | i | i | i | i | i | -8.2 | i | i
Cc1cc(C)nc(NS(=O)(=O)c2ccc(NC(=O)c3ccc(S(=O)(=O)N4CCOCC4)cc3)cc2)n1 | i | i | i | i | i | i | i | i | -16.7 | i | i
CSc1nnc(C)c(=O)n1COC(=O)c1ccc(S(=O)(=O)N(C)C)cc1 | i | i | i | i | i | i | i | i | -10.0 | i | i
COc1cccc(/C=N/c2sc(Cc3ccccc3)c(C)c2C(N)=O)c1O | i | i | i | i | i | i | 4.99* | i | -8.7 | i | i
COc1ccccc1CNC(=O)COC(=O)c1ccc(C)c(S(=O)(=O)N2CCCCC2)c1 | i | i | i | i | i | i | i | i | -10.1 | i | i
CCNC(=O)CSC1=N/C(=C\c2ccc(O)c(OCC)c2)C(=O)N1c1ccc(OC(F)F)cc1 | i | i | i | i | i | i | i | i | -10.4 | i | i
COc1cc(C(C)=O)ccc1OCC(=O)N1CCc2ccccc2C1 | i | i | i | i | i | i | i | i | -4.6 | i | i
CCc1ccccc1S(=O)(=O)Cc1ccc(C(=O)NCC2CCCO2)o1 (centres undefined) | i | i | i | i | i | i | i | i | -4.6 | i | i
COc1ccc(NS(=O)(=O)c2ccc(S(=O)(=O)N3CCCC3)cc2)cc1 | i | i | i | i | i | i | i | i | -15.2 | i | i
CC(=O)Nc1cc2c(cc1NC(=O)c1cnccn1)OCCO2 | i | i | i | i | i | i | i | i | -3.3 | i | i
Cn1cccc1/C=N/NC(=O)c1sc2ccccc2c1Cl | i | i | i | i | i | i | i | i | -17.0 | i | i
COCCOC(=O)c1c(C)n(C)c2ccc(OC(=O)N3CCOCC3)cc12 | i | i | i | i | i | i | i | i | -13.8 | i | i
Cc1ccc(C(O)CN2C3=NCCCN3c3ccccc32)cc1 (centres undefined) | i | i | i | i | i | i | i | i | -1.6 | i | i
Cc1nc(SCC(=O)Nc2nc3ccccc3s2)c(C#N)c(C)c1C | i | i | i | i | i | i | i | i | -5.0 | i | i
Cc1ccc2cc(COC(=O)c3ccncc3)c(=O)[nH]c2c1 | i | i | i | i | i | i | i | i | -1.9 | i | i
COC(=O)CCC(=O)Nc1nnc(C(F)(F)F)s1 | i | i | i | i | i | i | i | i | -14.2 | i | i
O=C(Nc1ccc(-c2ccccc2)cc1)c1ccco1 | i | i | i | i | i | i | i | i | -15.6 | i | i
O=C(CSc1nnc(-c2ccco2)o1)c1ccccc1 | i | i | i | i | i | i | i | i | -24.0 | i | i
COC(=O)C1=C(C)N(Cc2cccnc2)C(=O)/C1=C\c1sccc1C | i | i | i | i | i | i | i | i | -12.5 | i | i
Cc1ccc(NC(=O)CCc2c(C)nn(-c3ccc(N4CCCCC4)nn3)c2C)cc1F | i | i | i | i | i | i | i | i | -12.8 | i | i
COc1ccc(C(=O)/C=C\N2CCOCC2)cc1 | i | i | i | i | i | i | i | i | -5.9 | i | i
CC1(C)Cc2ccccc2C(=NCCCCCC(=O)O)N1 | x | x | i | x | i | i | i | x | -4.5 | x | i
COc1ccc(C(=O)N2CCC(N3CCN(c4ccccc4)CC3)CC2)cc1 | i | i | i | i | i | i | i | i | -3.0 | i | i
COc1ccc(Cl)cc1NC(=O)CN1CCN(S(=O)(=O)N2CCCCC2)CC1 | i | i | i | i | i | i | i | i | -3.5 | i | i
COc1ccc(C2C3=C(CC(C)(C)CC3=O)N(CC(=O)O)C3=C2C(=O)CC(C)(C)C3)cc1OC | i | i | i | i | i | i | i | i | -4.2 | i | i
CCC(=O)N1CCc2cc(S(=O)(=O)NC(Cc3ccccc3)C(=O)NC3CCCCC3)ccc21 (centres undefined) | x | i | i | x | i | i | i | i | -6.5 | x | i
Cc1nc(-c2ccccc2)sc1C1(C)CC(c2ccc([N+](=O)[O-])cc2)=NO1 (centres undefined) | i | i | i | i | i | i | i | i | -14.8 | i | i
O=C(NC1CCCCCCC1)c1ccc(Br)o1 | i | i | i | i | i | i | i | i | -2.1 | i | i
Cc1[nH]c(=O)[nH]c(=O)c1NS(=O)(=O)c1ccccc1 | i | i | i | i | i | i | i | i | -2.3 | i | i
C=CCOc1cccc(CNn2cn[nH]c2=S)c1 | i | i | i | i | i | i | i | i | -8.1 | i | i
O=C(NCc1cccnc1)c1ccc(-c2ccccc2[N+](=O)[O-])o1 | i | i | i | i | i | i | i | i | -4.5 | i | i
O=C1OCCN1CCNCc1cn(-c2ccc(F)cc2)nc1-c1ccccc1Cl | i | i | i | i | i | i | i | i | -15.3 | i | i
O=C(CN1CCN(C2CCCCC2)CC1)c1ccc2cc[nH]c2c1 | i | i | i | i | i | i | i | i | -8.1 | i | i
CSc1nnc(Cn2c(=O)sc3ccccc32)n1-c1ccccc1C | i | i | i | i | i | i | i | i | -8.7 | i | i
Oc1cccc(CN2CCCCC2)c1 | i | i | i | i | i | i | i | i | -4.9 | i | i
CN1CCN(c2ccccc2NC(=O)c2ccc(-c3cccc([N+](=O)[O-])c3)o2)CC1 | i | i | i | i | i | i | i | i | -13.8 | i | i
CCN(CC)S(=O)(=O)c1ccc(/C=C/C(=O)OCC(=O)N(C(C)C)C(C)C)cc1 | i | i | i | i | i | i | i | i | -1.9 | i | i
Cc1cccc(NC(=O)CCn2c(=O)oc3ccccc32)c1 | i | i | i | i | i | i | i | i | -7.0 | i | i
Cn1c(=O)c2c(O)c([N+](=O)[O-])c(=O)n(C)c2n(C)c1=O | i | i | i | i | i | i | i | i | -9.0 | i | i
CCC(=O)NCCc1nc2cc(NC(=O)c3cccc([N+](=O)[O-])c3)ccc2n1C | i | i | i | i | i | i | i | i | -5.8 | i | i
O=C(NCC1CCCO1)c1cccnc1Nc1ccccc1F (centres undefined) | i | i | i | i | i | i | i | i | -7.2 | i | i
CC(C)NC(=O)NC(=O)COC(=O)c1ccc(F)cc1F | i | i | i | i | i | i | i | i | -0.3 | i | i
CCN(CC)S(=O)(=O)c1cccc(-c2n[nH]c(=S)n2/N=C/c2ccc(OC)cc2)c1 | i | i | i | i | i | i | i | i | -6.6 | i | i
Carrying on.
SMILES | ANO1 block | TMEM16A act | KCNK9 inh | MrgX1 agonist | KCNQ1 pot | RGS4 act | RGS4 inh | KCNK3 block | hERG protect | MrgX1 allo act | KCNQ1 inh
O=C1C2CCCCN2C(=O)N1CCCN1CCN(c2ccc(F)cc2)CC1 (centres undefined) | i | i | i | i | i | i | i | i | -4.2 | i | i
Cc1ccc(/C=C(\NC(=O)c2ccccc2)C(=O)N2CCCC2C(=O)O)cc1 (centres undefined) | i | i | i | i | i | i | i | i | -7.5 | i | i
S=c1[nH]cnc2scc(-c3ccc(Br)cc3)c12 | i | i | i | i | 23* | i | i | i | 14.5* | i | i
CC(Sc1cccc[n+]1[O-])C(=O)Nc1ccc(Oc2ccccc2)cc1 (centres undefined) | i | i | i | i | i | i | i | i | -14.3 | i | i
CC1CCN(C(=O)C2Cc3ccccc3CN2S(=O)(=O)c2ccc(F)cc2)CC1 (centres undefined) | i | i | i | i | i | i | i | i | -3.7 | i | i
O=C(c1ccco1)N1CCN(CCCCOc2cccc3ccccc23)CC1 | i | i | i | i | i | i | i | i | -30.5 | i | i
Cc1ccc(-n2nc(C(=O)O)c(O)cc2=O)cc1 | i | i | i | i | i | i | i | i | -8.2 | i | i
CCCCNCCCCOc1ccccc1 | i | i | i | i | i | i | i | i | -15.5 | i | i
CCCc1nc(NC(=O)c2ccccc2)nc(NC(=O)c2ccccc2)n1 | i | i | i | i | i | i | i | i | 3.0 | i | i
CCCCNS(=O)(=O)c1ccc2nc(-c3cccnc3)cc(C(=O)NC(C)C)c2c1 | i | i | i | i | i | i | i | i | -4.1 | i | i
COc1c(F)c(F)c(C(=O)O)c(Nc2ccc(C)cc2C)c1F | i | i | i | i | i | i | i | i | -8.5 | i | i
COC(=O)C(C)Sc1nc(NCc2ccccc2)nc(N(C)C)n1 (centres undefined) | i | i | i | i | i | i | i | i | 4.3 | i | i
COc1ccc(C(=O)NC2CCN(S(=O)(=O)c3ccc(F)cc3)CC2)cc1 | i | i | i | i | i | i | i | i | -4.9 | i | i
Cc1ccc(-c2nnn(CC(=O)N(CC3CCCO3)C(C(=O)NC3CCCC3)c3ccc(O)cc3)n2)o1 (centres undefined) | i | i | i | i | i | i | i | i | -3.6 | i | i
O=C(c1ccc2c(=O)n3c(nc2c1)CCCCC3)N1CCCCC1 | i | i | i | i | i | i | i | i | -9.0 | i | i
Cc1ccccc1OCCn1c(CCNC(=O)C(C)C)nc2ccccc21 | i | i | i | i | i | i | i | i | -7.3 | i | i
O=C(NNC(=S)Nc1ccccc1)c1cccc(Br)c1 | i | i | i | i | i | i | i | i | -9.5 | i | i
COc1cc(Cl)c(C)cc1NC(=O)c1ccc(S(C)(=O)=O)cc1 | i | i | i | i | i | i | i | i | -3.0 | i | i

Screening results: PubChem BioAssay, Johns Hopkins Ion Channel Center
